# HDAC3 inh – inhibitors of human histone deacetylase 3. O15379. recombinant HDAC3, fluorogenic peptide/trypsin coupled, fluorescence. inhibition, % at 8.3 µM. 320,000 tested, 0.15% active; in the data active means inhibition above about 26%, passing the limit was not always enough; inconclusive means no clear call, values can overlap the other calls
# Target sequence (O15379 whole entry, looked up): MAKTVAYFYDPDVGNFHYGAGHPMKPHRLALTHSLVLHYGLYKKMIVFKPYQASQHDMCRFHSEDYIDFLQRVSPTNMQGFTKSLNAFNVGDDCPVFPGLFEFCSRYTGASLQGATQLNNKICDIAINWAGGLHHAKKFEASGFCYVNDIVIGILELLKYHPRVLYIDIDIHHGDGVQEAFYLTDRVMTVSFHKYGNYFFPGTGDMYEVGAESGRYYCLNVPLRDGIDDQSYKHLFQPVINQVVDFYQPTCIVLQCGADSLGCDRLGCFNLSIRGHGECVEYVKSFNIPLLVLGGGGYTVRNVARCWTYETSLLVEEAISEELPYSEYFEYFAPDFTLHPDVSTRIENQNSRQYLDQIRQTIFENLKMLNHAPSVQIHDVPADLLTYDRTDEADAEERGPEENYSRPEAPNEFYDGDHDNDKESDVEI
# KCNK3 inh – human KCNK3 channel inhibition, primary screen | O14649 | CHO-KCNK3 thallium flux, FluxOR fluorescence; active compounds read low | B-score at 10 µM | 340,000 tested, 0.84% active;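 active means B-score under library mean minus 4 SD, starting fluorescence ratio at most library mean plus 5 SD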;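 further: more negative B-score means stronger inhibition of thallium flux through KCNK3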
# KCNQ1 act – potentiators or activators of human KCNQ1 potassium channel. AID 2648. B-score at 10 µM. P51787. 310,000 tested, 0.35% active. CHO-K1 KCNQ1, thallium flux FluxOR fluorescence; active compounds read high;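 active means fluorescence ratio B-score, a plate-corrected score, at least three library SD, with initial intensity B-score within 5 SD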
# Target sequence (P51787 whole entry, looked up): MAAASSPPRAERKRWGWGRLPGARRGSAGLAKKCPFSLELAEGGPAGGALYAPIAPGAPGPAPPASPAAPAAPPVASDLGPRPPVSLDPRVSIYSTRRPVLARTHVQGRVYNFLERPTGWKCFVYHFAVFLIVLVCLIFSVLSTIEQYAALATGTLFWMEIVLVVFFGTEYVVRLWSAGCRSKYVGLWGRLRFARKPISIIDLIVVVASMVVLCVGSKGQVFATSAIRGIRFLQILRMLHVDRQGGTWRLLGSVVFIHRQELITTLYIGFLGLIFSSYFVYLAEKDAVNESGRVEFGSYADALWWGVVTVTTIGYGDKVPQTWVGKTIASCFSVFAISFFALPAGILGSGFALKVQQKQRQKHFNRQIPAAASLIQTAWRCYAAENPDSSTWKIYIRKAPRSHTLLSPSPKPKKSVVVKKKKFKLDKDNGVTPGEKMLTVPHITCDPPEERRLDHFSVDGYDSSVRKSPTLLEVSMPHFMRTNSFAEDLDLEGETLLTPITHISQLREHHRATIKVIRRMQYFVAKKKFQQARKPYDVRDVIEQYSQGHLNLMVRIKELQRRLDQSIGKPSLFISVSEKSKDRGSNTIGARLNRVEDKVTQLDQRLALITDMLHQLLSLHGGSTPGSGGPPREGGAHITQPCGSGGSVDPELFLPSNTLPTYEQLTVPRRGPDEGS
#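 Assay system: CHO-K1 cells stably expressing KCNQ1. Medium: assay buffer for compound exposure, DMSO matched across wells. Timing: 37 °C overnight plating, 90-min dark dye load, 20-min compound pretreatment. Signal: kinetic FluxOR fluorescence, 10 s baseline plus 110 s post-stimulus.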
# TRPC4 act – opens the mouse TRPC4 cation channel; Q9QUQ5; HEK293 TRPC4beta/mu-opioid, Fluo4 calcium fluorescence; active compounds read high; B-score at 10 µM; 310,000 tested, 0.49% active; AID 2237;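 active means B-score above 5 SD of library B-scores, and initial fluorescence ratio not above library mean plus 5 SD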;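 further: positive B-score marks a calcium rise read as TRPC4 activation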
#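 Technique: kinetic Fluo4 calcium fluorescence; Test system: TRPC4beta and mu-opioid receptor HEK293 stable cells; Measure: B-scored integrated calcium fluorescence ratio; Benchmarks: low control buffer alone, high control maximal DAMGO; Schedule: 45 min room-temperature Fluo4 loading, 110 s read.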
# KCNQ1 block – blocks the human KCNQ1 potassium channel. B-score at 10 µM. 310,000 tested, 1.3% active. CHO-K1 KCNQ1, FluxOR thallium flux fluorescence; active compounds read high. AID 2642. P51787;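 active means compounds whose thallium flux B-score, printed positive for inhibition, exceeds three library SD while starting fluorescence stays within three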;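 further: channel opened by potassium depolarization with thallium stimulus after 20 min compound exposure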
# ANO1 block – mouse TMEM16A channel inhibition, primary screen; Q8BHY3; HEK293 TMEM16A/YFP iodide influx fluorescence, ionomycin; normalized B-score (activity score, 25-100; higher = stronger inhibition) at 10 µM; 310,000 tested, 1.2% active;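 active means ratio plate-corrected score three or more library SD toward inhibition, starting fluorescence score within five deviations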;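 further: score derived from kinetic fluorescence span divided by baseline fluorescence per well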
# DYRK1A inh – blocks rat Dyrk1A kinase activity. ADP-Glo luminescence, NFATc1 peptide. inhibition, % at 12.5 µM. 310,000 tested, 0.43% active; in the data active means inhibition above about 50%;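 further: plate controls were vehicle with enzyme for no effect and no enzyme for full effect; many of its hits are not listed in these tables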
# TRPC4 potent – allosteric potentiators of mouse TRPC4 channel | Q9QUQ5 | HEK293 TRPC4beta/mu-opioid, DAMGO EC20, Fluo-4 Ca2+ flux; active compounds read high | B-score at 10 µM | 310,000 tested, 0.42% active | AID 2227;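 active means B-score of calcium response area above 5 SD of library B-scores, with initial fluorescence ratio within 5 SD of library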;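 further: B-score of integrated fluorescence ratio over time as area under calcium response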
# hERG protect – shields human hERG channel from block by proarrhythmic agents | AID 1511 | CHO-hERG, FluxOR thallium flux, dofetilide IC70 present | 310,000 tested, 0.51% active | activation (rescue from dofetilide block), less the hit threshold, % at 10 µM | Q12809;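 active means activation above the mean of controls blocked by dofetilide plus 5 SD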;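 further: thallium influx through hERG after potassium depolarization seen as dye fluorescence rise; in these data hits start at about 4.7%; inactives centre near -7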
# TMEM16A act – mouse TMEM16A channel activation, primary screen; AID 623877; HEK293 TMEM16A/YFP-H148Q/I152L, iodide quench fluorescence; active compounds read low; Q8BHY3; B-score at 10 µM; 340,000 tested, 0.3% active;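 active means fluorescence-ratio B-score plate-corrected deviation score at least 3 library SD below zero, with starting fluorescence score within 5 deviations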;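 further: channel opened by trigger with iodide after compound preincubation; score built on the fluorescence ratio of max minus min over baseline; more negative score means more quench and so TMEM16A activation or potentiation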
# KCNK9 block – inhibitors of human KCNK9 two-pore domain potassium channel. HEK293 KCNK9, FluxOR thallium flux fluorescence; active compounds read low. B-score at 10 µM. 310,000 tested, 1.2% active. AID 488922;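 active means ratio B-score over 3 SD below the library mean, with starting fluorescence within 5 SD of its mean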;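 further: negative B-score means less thallium flux so channel inhibition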
# Active calls of the source: *; i = inactive; ? = inconclusive; / = not tested or not shown. Some of the compounds tested, so the mix of outcomes need not match the whole.
SMILES,HDAC3 inh,KCNK3 inh,KCNQ1 act,TRPC4 act,KCNQ1 block,ANO1 block,DYRK1A inh,TRPC4 potent,hERG protect,TMEM16A act,KCNK9 block
Cc1cc(=O)[nH]c(N/N=C/c2ccc(O)c(O)c2)n1,5.7,i,i,i,i,i,4.6,i,-3.4,i,i
CC12CCC(=O)N1C(C(=O)Nc1ccc(SC(F)F)cc1)CS2 (stereo not drawn),-0.4,i,i,i,i,i,5.1,i,-5.0,i,i
O=C(c1ccc(N2CCCCC2)c([N+](=O)[O-])c1)N1CCOCC1,0.1,i,i,i,i,i,-10.8,i,-6.3,i,i
COC(=O)c1cn[nH]c1NC(=S)Nc1ccc(Cl)c(Cl)c1,-5.2,i,i,i,i,i,-5.2,i,-11.3,i,i
Cc1ccc(NC(=O)CSc2nnc(C)c(=O)n2N)cc1,-15.8,i,i,i,i,i,/,i,-4.3,i,i
CCn1cc(C(=O)O)c(=O)c2cc(F)c(N3CCN(S(=O)(=O)c4ccc5c(c4)OCCO5)CC3)cc21,-14.4,i,i,i,i,i,/,i,-3.2,i,i
CC(=O)NCCCc1nc2ccccc2n1Cc1ccc(C)cc1,8.5,i,i,i,i,i,-5.2,i,-4.3,i,i
NC(=O)c1ccsc1NC(=O)C1CCCN1S(=O)(=O)c1ccc(Cl)cc1 (stereo not drawn),4.0,i,i,i,i,i,/,i,-17.4,i,i
COc1cc(C(=O)NC2CCCc3c2cnn3-c2ccccc2F)cc(OC)c1OC (stereo not drawn),3.6,i,i,i,i,i,2.1,i,-8.0,i,i
Cc1nn(Cc2ccc([N+](=O)[O-])cc2)c(=O)n1-c1ccc(Cl)cc1,2.2,i,i,i,i,i,/,i,-9.1,i,i
Cc1cc(C)cc(NC(=O)CC2NCCNC2=O)c1 (stereo not drawn),-5.1,i,i,i,i,i,1.8,i,-5.4,i,i
CCOC(=O)c1c(N)nn(C(=O)c2ccccc2)c1-c1ccccc1,5.3,i,i,i,i,i,-2.1,i,-7.8,i,i
CCOC(=O)N1CCN(C(=O)CCN2C(=O)COc3ccc(C)cc32)CC1,4.5,i,i,i,i,i,5.1,i,-15.2,i,i
O=c1c(Cc2c(F)cccc2Cl)c(O)ccn1CCCn1ccnc1,-7.4,i,i,i,i,i,-2.4,i,-13.1,i,i
Cc1c(-c2ccccn2)c(=O)[nH]n1-c1ccc(F)cc1,1.1,i,i,i,i,i,2.5,i,-6.5,i,i
Cn1c(CN2CCCCC2)c(C#N)c2ccccc21,-4.2,i,i,i,i,i,12.5,i,-7.7,i,i
CC(=O)C(=Cc1ccc(O)cc1)C(C)=O,1.6,i,i,i,i,i,2.0,i,-7.0,i,i
CS(=O)(=O)n1nc(C(=O)N2CCOCC2)nc1N,0.4,i,i,i,i,i,5.0,i,-7.4,i,i
Cc1ccccc1OCC(=O)NCCS(=O)(=O)N1CCN(c2ccc(F)cc2)CC1,-10.4,i,i,i,i,i,-11.8,i,-12.1,i,i
Cc1ccc(NS(=O)(=O)c2ccc(C(=O)NNC(=O)c3ccccc3O)cc2)cc1,-1.1,i,i,i,i,i,14.9,i,-15.9,i,i
COc1ccc2[nH]c3c(=O)n(CCCCC(=O)NCCC(C)C)c(=S)[nH]c3c2c1,-3.7,i,i,i,i,i,-1.3,i,-4.0,i,i
Cc1cccc(C2NC(=O)c3c(sc(C)c3C)N2)c1O (stereo not drawn),1.4,i,i,i,i,i,-0.8,i,-7.8,i,i
Cc1cc([N+](=O)[O-])ccc1NC(=O)Nc1ccc(F)cc1F,5.0,i,i,i,i,i,0.6,i,-40.4,i,i
O=C1CCC(=O)N1c1ccc(S(=O)(=O)N2CCCC2)cc1,-3.5,i,i,i,i,i,6.0,i,-11.1,i,i
Cc1ccc(N2CC(C(=O)N3CCOCC3)CC2=O)cc1Cl (stereo not drawn),9.0,i,i,i,i,i,5.7,i,-8.6,i,i
C=CCNC(=O)NC(=S)c1ccccc1,-3.3,i,i,i,i,i,3.7,i,-2.9,i,i
COCCC1CCCCN1Cc1cn(-c2ccccc2)nc1-c1ccc2c(c1)OCO2 (stereo not drawn),-1.2,i,i,i,i,i,-2.1,i,-11.8,i,i
O=S1(=O)N=C(N2CCOCC2)c2ccccc21,3.3,i,i,i,i,i,6.4,i,-8.8,i,i
CCOP(=O)(OCC)c1nc(-c2cccc3ccccc23)oc1NCCc1ccc(OC)cc1,-29.3,i,i,i,i,i,-9.9,i,-12.4,i,i
COc1ccc(CCN2C(=O)CS/C2=N\NC(=O)c2ccc(C(C)(C)C)cc2)cc1OC,-0.9,i,i,i,i,i,-4.1,i,-6.7,i,i
Cc1ccc(CCNC(=O)CN2C(=O)COc3ccc(S(=O)(=O)N4CCC(C)CC4)cc32)cc1,4.5,i,i,i,i,i,/,i,-8.7,i,i
O=C(c1cc2cc([N+](=O)[O-])ccc2oc1=O)N1CCOCC1,9.6,i,i,i,i,i,1.8,i,-12.7,i,i
Cc1cccc2c1[nH]c1nc(N/N=C\c3ccco3)nnc12,-3.2,/,i,i,i,i,/,i,-7.8,/,i
COc1cccc(NC(=O)c2oc3ccccc3c2NC(=O)c2ccc3c(c2)OCO3)c1,-3.5,i,i,i,i,i,-0.3,i,-12.9,i,-7.86*
COc1cc(/C=C/C(=O)N(C)c2ccccc2C(=O)O)cc(OC)c1OC,-2.1,i,i,i,i,i,1.4,i,-9.5,i,i
COc1ccccc1NC(=O)NNC(=O)C(C)Oc1ccc2ccccc2c1 (stereo not drawn),-0.8,i,i,i,i,i,5.4,i,-12.9,i,i
COc1ccccc1N1CCN(c2nnc(-c3ccc(F)cc3)c3ccccc23)CC1,-0.3,i,i,i,i,i,6.7,i,-3.6,i,i
COC(=O)c1cc(C(=O)Nc2nnc(CC(C)(C)C)s2)cc([N+](=O)[O-])c1,2.9,i,i,i,i,i,-4.1,i,-10.7,i,i
Cc1ccccc1-c1nc(CS(=O)(=O)CC(=O)NC2CCCC2)c(C)o1,0.6,i,i,i,i,i,-6.7,i,-7.1,i,i
O=c1c2[nH]cnc2n(-c2ccc(F)cc2)c(=O)n1Cc1ccccc1,4.9,i,i,i,i,i,-0.2,i,-1.8,i,i

# In a second layout: entries from further up
COc1ccccc1N1CCN(c2nnc(-c3ccc(F)cc3)c3ccccc23)CC1
  HDAC3 inh = -0.3	KCNK3 inh = i	KCNQ1 act = i	TRPC4 act = i	KCNQ1 block = i	ANO1 block = i	DYRK1A inh = 6.7	TRPC4 potent = i	hERG protect = -3.6	TMEM16A act = i	KCNK9 block = i

COC(=O)c1cc(C(=O)Nc2nnc(CC(C)(C)C)s2)cc([N+](=O)[O-])c1
  HDAC3 inh = 2.9	KCNK3 inh = i	KCNQ1 act = i	TRPC4 act = i	KCNQ1 block = i	ANO1 block = i	DYRK1A inh = -4.1	TRPC4 potent = i	hERG protect = -10.7	TMEM16A act = i	KCNK9 block = i

Cc1ccccc1-c1nc(CS(=O)(=O)CC(=O)NC2CCCC2)c(C)o1
  HDAC3 inh = 0.6	KCNK3 inh = i	KCNQ1 act = i	TRPC4 act = i	KCNQ1 block = i	ANO1 block = i	DYRK1A inh = -6.7	TRPC4 potent = i	hERG protect = -7.1	TMEM16A act = i	KCNK9 block = i

# Additional results:
SMILES,HDAC3 inh,KCNK3 inh,KCNQ1 act,TRPC4 act,KCNQ1 block,ANO1 block,DYRK1A inh,TRPC4 potent,hERG protect,TMEM16A act,KCNK9 block
CCOC(=O)c1[nH]c2ccccc2c1NC(=S)Nc1cc(C)ccc1C,5.0,i,i,i,i,i,1.1,i,-12.1,i,i
CCC1(c2ccc(F)cc2)NC(=O)N(CC(=O)N2CC(=O)Nc3ccccc32)C1=O (stereo not drawn),-5.8,i,i,i,i,i,3.4,i,-9.3,i,i
CCOC(=O)C1=C(C(C)=O)C(c2cccnc2)C(C#N)=C(N)O1 (stereo not drawn),1.3,i,i,i,i,i,-7.1,i,-3.3,i,i
Cc1cc(Cl)ccc1OCC(=O)N1CCN(c2ncccn2)CC1,-0.2,i,i,i,i,i,-3.5,i,-8.9,i,i
Cn1c(=O)c2[nH]c(CNCc3ccccc3Cl)nc2n(C)c1=O,-6.0,i,i,i,i,i,2.3,i,-11.0,i,i
Cc1c(C(C)C)c(=O)n(-c2ccc(S(=O)(=O)NC3CCCCC3)cc2)n1C,7.4,i,i,i,i,i,-0.6,i,-17.6,i,i
CCOC(=O)c1c(C)[nH]c(C)c1C(=O)COC(=O)c1ccc(S(=O)(=O)N(CC)CC)cc1,0.3,i,i,i,i,i,-1.3,i,-13.7,i,i
COCCCNS(=O)(=O)c1ccc(OC)c(Cl)c1Cl,5.0,i,i,i,i,i,-2.5,i,0.0,i,i
Cc1ccc(OCc2nnc(SCc3ccc(C#N)cc3)n2-c2ccc(C)cc2)cc1,?,i,i,i,i,i,-0.3,i,-9.9,i,i
CCOC(=O)c1ccc(N2C=C(C(=O)OC)C(c3cccc(O)c3)C(C(=O)OC)=C2)cc1,4.8,i,i,i,i,i,-3.5,i,-6.6,i,i
CCCc1ccc(OCc2ccc(C(=O)N3CCSCC3)o2)cc1,-1.2,i,i,i,i,25*,-3.2,20*,-2.5,i,i
COc1cc(CC(=O)O)ccc1OCc1ccccc1,-9.5,i,i,i,i,i,/,i,-8.3,i,i
CCOC(=O)c1c(NC(=O)CSc2nnc(C)s2)sc2c1CCN(C)C2,?,i,i,i,i,i,-9.2,i,-11.3,i,i
Cc1ccc(NC(=O)c2cc(S(=O)(=O)Nc3ccc(C)cc3)cs2)cc1,2.4,i,i,i,i,i,-1.2,i,-6.0,i,i
Cc1ccc(CNC(=O)C2CC(c3ccccc3F)=NO2)cc1 (stereo not drawn),3.2,i,i,i,i,i,3.8,i,-5.3,i,i
COc1ccc(C(=O)NC(=C(Cl)Cl)S(=O)(=O)c2ccc(C)cc2)cc1,-1.0,i,i,i,i,i,-2.7,i,-7.2,i,i
CCN1CCc2nc(N)sc2C1,-0.5,i,i,i,i,i,/,i,-2.2,i,i
CCCS(=O)(=O)c1c(S(=O)(=O)CCC)c2c(N)cccn2c1C(=O)OC,?,i,i,i,i,i,-2.5,i,-10.4,i,i
Cc1cccc(Nc2ccccc2C(=O)NCc2ccco2)c1C,-3.1,i,i,i,9*,i,-0.9,i,-8.1,i,i
O=C(Nc1sc2c(c1C(=O)N1CCOCC1)CCCCC2)c1cccnc1,1.0,i,i,i,i,i,-1.0,i,-1.9,i,i
CCCCC(=O)Nc1nn(CC(C)C)c2nc3ccccc3cc12,4.7,i,i,i,i,i,-17.5,i,-19.9,i,i
CN(CC(=O)NCCCc1ccccc1)Cc1ccc(Br)cc1,11.0,i,i,i,i,i,1.1,i,-11.3,i,i

# High-throughput results as filed in PubChem BioAssay.
